# ALOX12 inh: Primary qHTS assay for inhibitors of human arachidonate 12S-lipoxygenase (ALOX12): Round 2 | purified 12hLO, xylenol orange hydroperoxide absorbance | Potency, µM (doses to about 108 µM), for inactives: at the top dose activity change, negative = inhibition, usual class: inhibitors | 580,000 compounds, 1.1% hits | AID 1671190, 2021; also: potency is read from the fitted curve at half-maximal effect; % is scaled to controls: 0 for no effect and ±100 for the full control effect
# Target sequence (P18054 whole entry, looked up): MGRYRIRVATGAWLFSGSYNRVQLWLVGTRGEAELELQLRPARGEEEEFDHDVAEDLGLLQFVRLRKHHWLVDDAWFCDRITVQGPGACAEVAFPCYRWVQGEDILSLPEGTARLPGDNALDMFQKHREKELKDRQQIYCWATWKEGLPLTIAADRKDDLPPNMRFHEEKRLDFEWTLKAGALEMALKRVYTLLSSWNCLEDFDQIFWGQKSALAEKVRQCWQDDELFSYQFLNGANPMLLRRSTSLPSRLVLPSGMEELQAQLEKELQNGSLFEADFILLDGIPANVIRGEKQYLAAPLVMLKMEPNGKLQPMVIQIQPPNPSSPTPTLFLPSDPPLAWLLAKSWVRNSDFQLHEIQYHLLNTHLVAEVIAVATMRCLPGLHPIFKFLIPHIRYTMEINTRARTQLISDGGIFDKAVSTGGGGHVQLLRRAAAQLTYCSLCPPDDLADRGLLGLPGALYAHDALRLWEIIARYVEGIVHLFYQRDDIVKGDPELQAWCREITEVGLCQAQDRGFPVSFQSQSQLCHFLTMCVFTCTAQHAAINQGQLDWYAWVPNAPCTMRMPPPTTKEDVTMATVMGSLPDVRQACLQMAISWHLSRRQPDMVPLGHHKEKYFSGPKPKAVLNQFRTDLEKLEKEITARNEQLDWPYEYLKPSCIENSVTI
#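 Purified human 12hLO at 150 nM in 25 mM Hepes, 0.01% Triton X-100, pH 7.0, preincubated 15 min at room temperature with compound. Reaction started with 40 uM arachidonic acid, 30 min at room temperature. Hydroperoxide measured by Fe-xylenol orange, 573/405 nm absorbance ratio.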
# D2 agonist: HTS Assay for Allosteric Agonists of the Human D2 Dopamine Receptor: Primary Screen for Agonists. 340,000 compounds, 0.53% hits. HEK293 T-REx D2 cells, calcium flux agonist mode. AID 485358, 2010. activation, % at 2 µM;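 active = activation over 3 SD above normal in the single-dose calcium agonist read, cut at about 30% in these data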; also: 0% is about no effect
#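 Tetracycline-induced HEK293 T-REx cells with force-coupled D2 receptor, plated overnight at 30 C, loaded with no-wash calcium dye. After a 10 s baseline, compound was pin-added and calcium flux read kinetically for 180 s; calcium rises flagged agonists.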
# D2 antag: HTS Assay for Allosteric Antagonists of the Human D2 Dopamine Receptor: Primary Screen for Antagonists; D(2) dopamine receptor (Homo sapiens), P14416; HEK293 TREx D2 cells, calcium flux, dopamine EC80; inhibition, % at 10 µM; 340,000 compounds, 2% hits; AID 485344, 2010; in the data active = inhibition above about 30%; also: 0% is about no effect
#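 Compounds are added to dye-loaded, induced HEK293 T-REx cells coupled to calcium release via D2; after a 3 min kinetic read an EC80 dopamine stimulus is given and fluorescence is recorded for 3 more min.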
# LDHA inh: qHTS assay for inhibitors of human lactate dehydrogenase; L-lactate dehydrogenase A chain (Homo sapiens), P00338; purified LDHA, NADH/diaphorase-resazurin fluorescence; hits give low values; activity change, % (values are at about 110 or 230 µM); 480,000 compounds, 0.15% hits; AID 1347041, 2019; in the data active = activity change below about -30%; inconclusive = mostly about -25% to -30%;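 also: plate controls were DMSO wells for no effect and wells without enzyme for full effect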
#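 Human LDH5 at 2 nM final in Tris HCl pH 7.4 with 0.06 mM NADH and 0.2 mM pyruvate, reacted 5 minutes at room temperature. Remaining NADH coupled via diaphorase/resazurin; resorufin fluorescence read at 0 and 20 minutes, normalized to enzyme-free and DMSO wells.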
# Vif-A3G inh: qHTS for Inhibitors of Vif-A3G Interactions: qHTS; DNA dC->dU-editing enzyme APOBEC-3G (Homo sapiens), Q9HC16; HeLa A3G-eYFP + Vif (tagged APOBEC3G with the HIV-1 protein that degrades it), YFP fluorescence, overnight; Potency, µM (highest dose often 46.1 µM), for inactives: at the highest dose activity, negative = active, usual class: inhibitors; 410,000 compounds, 0.076% hits; AID 602310, 2012;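 also: potency is read from the fitted curve at half-maximal effect; % is scaled to controls: 0 for no effect and ±100 for the full control effect; nearly all actives have a fitted effect of over 60% in size; hits raise eYFP signal because A3G escapes Vif-driven loss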
# Target sequence (Q9HC16 whole entry, looked up): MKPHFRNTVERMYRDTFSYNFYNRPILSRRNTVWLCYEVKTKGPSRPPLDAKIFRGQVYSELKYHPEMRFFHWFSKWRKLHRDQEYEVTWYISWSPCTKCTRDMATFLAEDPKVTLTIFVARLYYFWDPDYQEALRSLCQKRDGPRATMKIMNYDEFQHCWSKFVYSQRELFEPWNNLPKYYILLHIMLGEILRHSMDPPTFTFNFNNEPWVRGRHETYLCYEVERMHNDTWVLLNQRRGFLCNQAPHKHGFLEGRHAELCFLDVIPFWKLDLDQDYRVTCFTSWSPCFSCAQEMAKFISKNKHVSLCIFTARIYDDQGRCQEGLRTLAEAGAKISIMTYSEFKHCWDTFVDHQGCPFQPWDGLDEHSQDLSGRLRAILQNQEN
#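 HeLa cells stably expressing Vif and C-terminally eYFP-tagged A3G, seeded overnight at 37 deg C, then exposed to compound by pintool overnight at 37 deg C. Rise in yellow fluorescence (Ex 488/Em 500-530, Acumen) marks blocked Vif-driven A3G degradation.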
# RGS4 inh: Inhibitors of Regulator of G Protein Signaling (RGS) 4: qHTS. Regulator of G-protein signaling 4 (Homo sapiens), P49798. 390,000 compounds, 0.039% hits. Potency, µM (highest dose often 114 µM), inactives show top-dose activity change, negative = inhibition, most hits filed as inhibitors. Transcreener GDP fluorescence polarization, RGS4-accelerated GTP hydrolysis. AID 504845, 2011; also: potency is read from the fitted curve at half-maximal effect; % is scaled to controls: 0 for no effect and ±100 for the full control effect; nearly all actives have a fitted effect of over 75% in size; some results filed as inactive show a strong effect at the top dose
#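 MLSMR compounds (23 nl, pin-transferred) preincubated 10 min at room temperature with a 500nM (2x) first reagent, then RGS4 at 900nM (2x) plus Transcreener GDP mix added; fluorescence polarization (620/688 nm) read before and after 90 min at 30 °C.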
# GRP78 ERSR act: qHTS for Inducers of the Endoplasmic Reticulum Stress Response (ERSR) in Human Glioma: qHTS; U87-MG GRP78 promoter luciferase reporter, 16 h; 420,000 compounds, 0.02% hits; Potency, µM, inactives show at the highest dose activation, actives largely listed as activators; also: potency is read from the fitted curve at half-maximal effect; series mostly up to about 76 µM; % of control where 0% means no effect; nearly all actives have a fitted effect of over 35% in size
#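 ERSR induction read as luciferase luminescence (Bright-Glo, 10 min at room temperature) in stably transfected human U87-MG glioma cells exposed to compounds for 16 h, using GRP78 as sensor.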
# ERG-DNA inh: qHTS for Small Molecule Inhibitors of the ERG Ets/DNA interaction. fluorescence polarization, His-ERG Ets domain / labelled DNA. AID 624246, 2012. 370,000 compounds, 0.028% hits. Potency, µM (doses to about 76.9 µM), for inactives: at the highest dose FP activity, negative = inhibition, hits mostly inhibitors; active = well fitted inhibition curve with a large enough effect in the polarisation, with a control signal flat; inconclusive = small, poorly fitted or top-dose-only effect, or effect the other way, or a change in a side signal; inactive = no such curve, though single readings can be large or run the other way; the % refers to the polarisation;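 also: polarization taken with two DNA probes labelled with fluorescein and Texas red; potency is read from the fitted curve at half-maximal effect; % of control where 0% means no effect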
#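 His-tagged ERG Ets domain (1 uM in the protein solution; 300mM KCl, 50mM Tris-HCl, 1mM EDTA, 1mM DTT, pH 7.5) received compound, then a probe mix of 5 nM fluorescein-DNA and 100nM Texas-615-DNA. Fluorescence polarization was read for both dyes.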
# Vif-APOBEC3F blk: qHTS for Inhibitors of Vif-A3F Interactions: qHTS; HeLa A3F-eYFP + Vif (tagged APOBEC3F with the HIV-1 protein that degrades it), YFP fluorescence increase; Potency, µM (series often up to 46.1 µM), for the others: top-dose activity, negative = active; 390,000 compounds, 0.2% hits; AID 602313, 2012; also: potency is read from the fitted curve at half-maximal effect; % of control where 0% means no effect; nearly all actives have a fitted effect of over 65% in size
#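 HeLa cells stably expressing A3F-eYFP plus Vif, plated and incubated overnight at 37 deg C, then exposed to compounds overnight at 37 deg C. Blocked degradation read as raised yellow fluorescence (Ex 488/Em 500-530).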
# Numbers without * were called inactive; i = inactive; ? = inconclusive; . = not tested or not shown; & = joins results of further samples; [ ] = remark or other dose. Unless noted, calls follow the shape of the dose curve; as a rule, active = well fitted curve in the direction sought with a large enough effect; inconclusive = small, poorly fitted or top-dose-only effect, or another doubt; inactive = no such curve, though single readings can be large; an effect the other way counts as inactive or inconclusive.
canonical_smiles,ALOX12 inh,D2 agonist,D2 antag,LDHA inh,Vif-A3G inh,RGS4 inh,GRP78 ERSR act,ERG-DNA inh,Vif-APOBEC3F blk
Cc1ccc([N+](=O)[O-])cc1S(=O)(=O)N1CCn2cccc2C1c1ccccc1F (configuration not stated),-24%,1.3,.,-8,-3%,6%,-2%,1%,3%
CCOC(=O)N1CCN(CC(=O)Nc2ccc(F)cc2F)CC1,-11%,.,.,1,1%,-15%,-1%,-13%,1%
COc1ccc(Br)cc1C=NNS(=O)(=O)c1ccc(C)cc1,?,.,.,2,?,.,-5%,.,-12%
O=S(=O)(NCC1CCCO1)c1ccc(Cl)nc1 (configuration not stated),0%,-0.8,-5,-13,-1%,12%,-3%,-4%,7%
Cc1cc(NC(=O)c2c(Br)c(C)nn2C)no1,-19%,0.7,1,3,-4%,?,-2%,7%,1%
N#CC1=C(N)Oc2c(oc(CO)cc2=O)C1c1ccccc1[N+](=O)[O-] (configuration not stated),16µM*,-1.3,-7,8,0%,-31%,1%,-4%,-4%
CC(C)(Cc1nc2ccccc2[nH]1)c1nc2ccccc2[nH]1,9%,.,.,-6,-2%,.,-3%,.,-4%
Cc1cccc(C(=O)N(CCc2ccccc2)Cc2ccccc2)c1[N+](=O)[O-],133%[activator],0.0,2,1,5%,-16%,-2%,3%,-3%
COc1ccc(/C=C/CN2CCN(CCc3ccccc3)C(CCO)C2)cc1 (configuration not stated),-1%,0.1,-12,-3,-8%,?,1%,7%,-9%
CN(Cc1cccnc1)C(=O)CC1C(=O)NCCN1CC(c1ccccc1)c1ccccc1 (configuration not stated),0%,0.5,-9,-8,-2%,-7%,-4%,-5%,-3%
COc1ccccc1N1CCN(C(=O)c2cc(-c3ccccc3)on2)CC1,6%,1.5,-2,-4,6%,10%,2%,12%,2%
NNC(=O)Cn1c(-c2ccccn2)nc2ccccc21,27%,1.1,-8,2,-1%,-16%,-1%,6%,2%
Cc1ccc(NC(=O)CN(C)C(=O)c2cccc(S(=O)(=O)NCc3ccccc3)c2)cc1,5%,0.0,46*,-5,-9%,-2%,0%,1%,3%
COc1ccc2[nH]cc(CCCN3C(=O)c4ccccc4C3=O)c2c1,-3%,-0.7,-3,-4,-8%,-8%,-2%,2%,3%
COc1ccc(CCN2CC(C(=O)NCCc3ccccc3C(F)(F)F)CCC2=O)cc1 (configuration not stated),0%,0.0,3,-2,-4%,12%,6%,-1%,0%
CCN(CC)C(=O)[C@H]1C[C@H](CC(=O)NCc2cccc(C(F)(F)F)c2)C(=O)N2CCc3c([nH]c4cc(CCC(=O)N(C)C)ccc34)[C@]12C,-1%,.,.,-2,-3%,15%,-2%,17%,-3%
CC(NS(=O)(=O)c1cc(C(F)(F)F)ccc1Cl)C(=O)N(C)C1CCN(C)CC1 (configuration not stated),i,.,.,-3,1%,-23%,-2%,.,6%
Cc1cc(Cl)cc2c1NC(=O)[C@]21[C@@H]2C(=O)N(Cc3ccccc3)C(=O)[C@@H]2[C@@H]2CCCN21,?,-0.6&-0.1,0&-38,6,-6%,-20%,-4%,-4%,3%
Cc1ccc(S(=O)(=O)N(C)c2ccc(NS(C)(=O)=O)cc2)cc1,148%[activator],0.7,16,-1,-5%,-30%,-4%,-3%,-21%
Cn1nnnc1NC(=O)c1ccccc1Cl,?,0.7,-4,-2,-6%,-4%,1%,1%,-4%
COc1cccc(-c2noc(C3CCCN(C(=O)Cc4ccccc4)C3)n2)c1 (configuration not stated),-11%,-0.2,12,-1,2%,8%,4%,-16%,0%
CCc1ccc(S(=O)(=O)c2c(C(=O)c3ccccc3)cnc3ccc(CC)cc23)cc1,5%,-0.1,.,-3,-2%,7%,-3%,3%,0%
C=CC[C@@H](Cc1ccc(F)cc1)C(=O)OC[C@@H]1CCCN1C(=O)[C@@H](CC=C)CC(=O)N[C@@H](CO)Cc1ccccc1,0%,.,.,1,0%,-4%,-2%,2%,-2%
CC(O)C(C(=O)OCc1ccc([N+](=O)[O-])cc1)N1C(=O)c2ccccc2C1=O (configuration not stated),-17%,0.0,-5,-3,2%,-16%,-3%,-1%,6%
Cc1c(NC(=O)CSc2nnnn2-c2ccc(F)cc2)c(=O)n(-c2ccccc2)n1C,-10%,0.7,-7,0,3%,-18%,-5%,8%,5%
CC(=O)c1ccc(NC(=O)/C(Cl)=C/c2ccccc2)cc1,-18%,0.1,13,-7,0%,15%,-8%,5%,8%
COc1ccccc1NC(=O)c1cnc2n(c1=O)CCS2,0%,.,.,-7,1%,16%,0%,9%,1%
COc1ccc(N2C(S)=C(C#N)C(=O)NC23CCCCC3)cc1,-26%,0.6,0,1,-3%,-37%,1%,0%,-9%
COc1cc(OC)c(NC(=S)Nc2cc(Cl)cc(Cl)c2)cc1Cl,?,0.2,-3,-7,-4%,-36%,-8%,3%,-4%
O=C(NCc1ccco1)c1ccc(S(=O)(=O)c2cccc(S(=O)(=O)N3CCOCC3)c2)cc1,0%,-0.3,-7,-6,-2%,12%,-4%,-4%,1%
O=C(Nc1ccc(F)c(Cl)c1)c1ccc2nc([C@@H]3O[C@H](CO)[C@H](O)[C@H](O)[C@H]3O)[nH]c2c1,-17%,.,.,-10,-3%,.,-2%,.,.
COc1ccc(C2CC(c3cccs3)=NN2C(=O)CSc2nnnn2C)cc1OC (configuration not stated),-14%,1.5,-10,1,-4%,-14%,-5%,-5%,0%
Cc1ccccc1CSc1nnc(-c2ccncc2)n1C,1%,0.6,-5,-11,1%,2%,0%,16%,15%
O=C(CN1C(=O)NC2(CCCC2)C1=O)OCCOc1cccc(Br)c1,19%,0.0,-27,-4,1%,-8%,4%,9%,1%
COC(=S)Nc1cccc(C(F)(F)F)c1,0%,-3.3,4,-5,0%,-35%,0%,3%,-4%
CC(C)c1ccc(NC(=O)COc2nnc(-c3cccs3)c(-c3cccs3)n2)cc1,-6%,1.0,6,2,-5%,-44%,-5%,4%,.
CN(C)CCNC(=O)Cn1ccc2cc(S(=O)(=O)N3CCCCC3)ccc21,-14%,-0.4,-3,-5,1%,-28%[56.9 µM],-5%,3%,-10%
COc1ccc(Br)cc1C(=O)Nc1ccccc1N1CCN(C(=O)c2ccccc2)CC1,-27%,1.0,-9,0,0%,-52%,-4%,11%,3%
CCCC(=O)N(CCN1CCOCC1)c1nc2c(C)ccc(C)c2s1,-4%,0.3,-10,1,2%,12%,5%,-6%,-4%
COc1cc(/C=C(/NC(=O)c2ccc(Cl)cc2Cl)C(=O)O)cc(OC)c1OC,2%,0.7,0,0,3%,-4%,-3%,16%,0%
CCNC(=S)N(CCN(CC)CC)Cc1cc2cc3c(cc2[nH]c1=O)OCO3,1%,-0.7,-12,-4,-1%,13%,-2%,-11%,-3%
Cc1ccc(/C=N/NC(=O)c2nnn(-c3nonc3N)c2CSc2ccc(Cl)cc2)o1,0%,-1.0,-6,-9,2%,-31%,-3%,6%,-3%
Nc1nnc(SCC(=O)NNC(=O)c2ccccc2)s1,-21%,-0.1,37*,-6,-1%,14%,-4%,4%,7%
CSc1c(CN2CCN(C)CC2)c2ccccc2n1C,0%,.,.,-3,0%,15%,1%,7%,1%
Cc1nn(C)cc1CNC(=O)CCC(=O)O,0%,.,.,1,-3%,-39%,-2%,-2%,-3%
NC(=O)c1ccc(NC(=O)COC(=O)CCSc2ccccc2)cc1,-2%,-1.8,7,-2,10%,-10%,1%,-7%,1%
CCn1cc(/C=C(\NC(=O)c2ccccc2OC)C(=O)NCCN2CCOCC2)c2ccccc21,-10%,.,.,3,-2%,.,-2%,.,5%
CCc1ccccc1N1CC(C(=O)Nc2cc(C)on2)CC1=O (configuration not stated),-5%,0.5,6,-8,0%,-17%,-2%,-3%,3%
Cc1cc(-c2ccccc2)nc(N2CCN(c3ccccn3)CC2)n1,18%,0.5,-6,-10,-7%,-4%,-3%,.,-1%
CCOc1ncccc1C(=O)OCc1ccc(Cl)cc1,3%,-0.8,-7,1,-2%,33%,-3%,7%,0%
Cc1ccc(-c2nnn3c2nc(NCCc2ccccc2)c2ccccc23)cc1,-20%,0.5,.,-2,3%,0%,1%,0%,1%

# An excerpt (hit frequency here may not be typical).
